High-throughput results deposited in PubChem by several laboratories.
MEP2 TOR yeast: yeast TOR pathway MEP2-GFP modulation. S. cerevisiae MEP2-GFP strain, flow cytometry GFP, 3 h; 100% = DMSO control level. GFP response vs DMSO, % at 10 µM. 330,000 tested, 0.51% active;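 active = GFP response versus DMSO above a set limit, roughly screen mean plus 3 SD, cut at about 180% in these data; inconclusive = fewer than 70 cells counted for a yeast strain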;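 also: median GFP fluorescence of the barcode-gated MEP2-GFP cells per well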
AHR act: human AHR activation | P35869 | AHR-responsive luciferase reporter cells, luminescence | activation, % at 5 µM | 320,000 tested, 2.5% active | AID 2796; in the data active = activation above about 47%;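 also: 0% = vehicle wells and 100% = reference agonist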
CIT2-GFP yeast: alters CIT2-GFP fluorescence in TOR pathway yeast screen; S. cerevisiae CIT2-GFP strain, flow cytometry, 3 h; 100 means same as DMSO wells; GFP response vs DMSO, % at 10 µM; 320,000 tested, 0.065% active;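 active = GFP response relative to DMSO above a set limit, near the screen mean plus 3 SD, cut at about 150% in these data; inconclusive = Fewer than 70 cells measured for a yeast strain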;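 also: ratio of well median GFP fluorescence to mean of DMSO wells on the plate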
AGP1-GFP MLPCN: modulators of TOR pathway AGP1-GFP in S. cerevisiae. S. cerevisiae AGP1-GFP multiplex flow cytometry, 3 h; GFP as percent of DMSO wells. GFP response vs DMSO, % at 10 µM. 320,000 tested, 0.02% active;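 active = GFP response relative to DMSO above a set limit, near screen average plus 3 SD, cut at about 150% in these data; inconclusive = fewer than 70 cells counted for the yeast strain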;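 also: median GFP channel fluorescence of the gated AGP1 strain per well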
procasp7 counter: counter-screen for procaspase-3 activators: activators of human procaspase-7; P55210; AID 463210; activation, % at 8.5 µM; 330,000 tested, 0.093% active; recombinant procaspase-7, Ac-DEVD-pNA absorbance 405 nm; D23A/D198A/D206A triple mutant, cannot self-cleave; scale: DMSO 0, 5 µM enzyme 100;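 active = percent activation above the screen-wide mean plus 3 SD, cut at about 25% in these data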
Target sequence (P55210 whole entry D23A/D198A/D206A): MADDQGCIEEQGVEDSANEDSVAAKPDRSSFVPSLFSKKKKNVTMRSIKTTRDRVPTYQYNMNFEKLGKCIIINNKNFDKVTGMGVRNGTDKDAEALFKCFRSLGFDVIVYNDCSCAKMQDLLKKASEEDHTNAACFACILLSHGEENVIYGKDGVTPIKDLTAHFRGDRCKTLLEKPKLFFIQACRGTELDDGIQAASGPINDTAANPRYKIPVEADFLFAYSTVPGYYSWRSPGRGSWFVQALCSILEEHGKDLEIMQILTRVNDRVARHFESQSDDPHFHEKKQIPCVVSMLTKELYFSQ
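Material: Procaspase-7 triple mutant (PC-7 D3A) | Quantity: 2 µM procaspase-7 mutant as dispensed | Reagent: DEVD-pNA substrate | Times: 1 h preincubation, 2 h reaction | Technique: 405 nm absorbance of p-nitroaniline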
proCasp3 act: activates human procaspase-3 | P42574 | recombinant procaspase-3 D3A, Ac-DEVD-pNA absorbance 405 nm | activation, % at 8.5 µM | 330,000 tested, 0.11% active | AID 463141;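 active = activation above the mean of all tested compounds plus 3 SD, cut at about 21% in these data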;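 also: 0% = DMSO alone and 100% = DMSO wells spiked with extra 5 µM PC-3 D3A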
Target sequence (P42574 whole entry D9A/D28A/D175A): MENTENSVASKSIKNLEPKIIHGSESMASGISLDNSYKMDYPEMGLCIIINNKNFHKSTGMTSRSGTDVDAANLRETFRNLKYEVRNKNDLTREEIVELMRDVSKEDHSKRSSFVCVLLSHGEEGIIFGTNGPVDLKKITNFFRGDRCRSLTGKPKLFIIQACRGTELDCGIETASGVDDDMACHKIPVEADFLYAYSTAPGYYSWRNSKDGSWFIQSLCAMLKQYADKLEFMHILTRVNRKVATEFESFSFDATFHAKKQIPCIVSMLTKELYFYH
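System: Procaspase-3 D3A mutant. Medium: Zinc-free 300 mM NaCl, 50 mM HEPES, 0.01% Triton X-100. Schedule: 1 h preincubation plus 2 h reaction at 25 °C. Measured by: 405 nm absorbance of p-nitroaniline, reads at 0 and 120 min. Read-out: percent activation relative to control range.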
LAP4 TOR yeast: modulators of TOR pathway LAP4-GFP in S. cerevisiae | AID 2023 | GFP response vs DMSO, % at 10 µM | 320,000 tested, 0.34% active | S. cerevisiae LAP4-GFP multiplex, flow cytometry GFP, 3 h; median GFP as percent of DMSO wells;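 active = GFP response vs DMSO above a set limit, about the screen mean plus 3 SD, cut at about 150% in these data; inconclusive = under 70 cell events counted for the yeast strain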
RPL19A TOR yeast: yeast TOR pathway RPL19A-GFP modulation; S. cerevisiae RPL19A-GFP strain, flow cytometry, 3 h; hits give low values; 330,000 tested, 0.3% active; percent response vs DMSO, % at 10 µM;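 active = percent response vs DMSO below 50%; inconclusive = fewer than 70 events counted for the yeast strain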;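 also: median channel GFP fluorescence of the barcoded RPL19A-GFP strain; ratio of sample median GFP to plate DMSO average so 100% = DMSO; lower means less RPL19A-GFP as with rapamycin TOR inhibition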
An asterisk follows results filed as active; ? = inconclusive; . = not tested or not shown; [ ] = remark or other dose.

SMILES	MEP2 TOR yeast	AHR act	CIT2-GFP yeast	AGP1-GFP MLPCN	procasp7 counter	proCasp3 act	LAP4 TOR yeast	RPL19A TOR yeast
O=C1CC(N(CCc2ccccc2)C(=S)Nc2ccccc2)C(=O)N1c1ccc(Br)cc1 (configuration not stated)	101	5	105	105	4	2	93	106
COCc1cc(C)nc(OCC(=O)N/N=C/c2ccc(O)cc2O)c1C#N	111	0	104	102	4	2	89	101
O=C(COC(=O)CSc1nnc(-c2ccc(Cl)cc2)o1)NCc1ccc2c(c1)OCO2	95	-3	90	93	5	4	92	95
C[C@@H]1CN([C@@H](C)CO)C(=O)c2cccc(NC(=O)C3CCCCC3)c2O[C@@H]1CN(C)C(=O)NC1CCCCC1	98	1	103	96	7	2	101	95
O=C(c1cccc([N+](=O)[O-])c1)N1CCN(C/C=C/c2ccccc2)CC1	101	0	93	102	-4	0	106	97
Cc1ccccc1C(=O)NC(=S)NC1CCS(=O)(=O)C1 (configuration not stated)	96	2	105	101	-1	2	99	97
O=C(O)c1ccc2c(=O)n3c(nc2c1)/C(=C/c1cccc(O)c1)CC3	97	-1	107	101	0	5	101	95
COC(=O)c1sc(-c2cccs2)cc1N	84	11	85	76	-13	2	101	86
Clc1ccccc1CSC1=NCCCN1	94	0	100	96	6	5	86	93
CC1(CCc2ccccc2)NC(=O)N(Cc2cc([N+](=O)[O-])cc3c2OCOC3)C1=O (configuration not stated)	93	0	93	91	10	0	93	92
Cc1nc(N2CCN(c3ccccc3)CC2)[nH]c(=O)c1Cc1cccc2ccccc12	98	0	94	99	-5	11	92	99
CCn1cc(CNC(=O)C2CCC(=O)N(Cc3ccc(Cl)cc3)C2)cn1 (configuration not stated)	111	-1	103	106	15	-1	88	101
O=C(CCl)NN1C(=O)NC2(CCCCC2)C1=O	113	-2	99	115	4	9	104	107
O=C(CCCc1ccccc1)NCCC1=CCCCC1	103	6	93	106	-5	-2	128	101
CCOc1c(Br)cc(C(=O)N2CCCN(C)CC2)cc1OC	108	1	107	100	1	6	100	106
Cn1nc(C(F)(F)F)c(-c2ccc(F)cc2)c1NC(=O)Nc1ccc(F)cc1	105	-1	96	103	1	-6	100	99
CC(C)(C)NC(=O)Cn1c(-c2nonc2N)nc2ccccc21	103	-2	100	103	8	-4	98	100
O=C(O)C1CCCN(S(=O)(=O)c2cccc3cccnc23)C1 (configuration not stated)	98	-2	103	105	4	7	98	102
C=C(C)C1Cc2nc(N)nc(C)c2C1 (configuration not stated)	107	1	101	97	4	9	100	96
COc1ccc(-c2noc(CCC(=O)NCCCN3CCC(Cc4ccccc4)CC3)n2)cc1	94	-3	101	97	16	-3	97	97
O=c1[nH]c(CN2CCN(S(=O)(=O)c3ccc4c(c3)OCCO4)CC2)nc2sc3c(c12)CCCC3	104	-2	101	110	4	9	107	104
COc1cccc(CNS(=O)(=O)c2cc3c4c(c2)CCN4C(=O)CC3)c1	97	3	94	98	-3	5	95	92
O=S(=O)(/N=C(/Nc1cccc2ccccc12)c1ccccc1)c1ccccc1	105	21	105	104	7	1	91	101
Cc1cccc(CC(=O)Nc2c3c(nn2-c2cccc(Cl)c2)CS(=O)C3)c1 (configuration not stated)	102	7	104	108	5	5	101	101
CCOC(=O)NN=C1CN(S(=O)(=O)c2ccc(C)cc2)C1	99	2	96	99	0	-1	91	98

The closing four records of the part before are carried over, then new ones follow:
SMILES	MEP2 TOR yeast	AHR act	CIT2-GFP yeast	AGP1-GFP MLPCN	procasp7 counter	proCasp3 act	LAP4 TOR yeast	RPL19A TOR yeast
COc1cccc(CNS(=O)(=O)c2cc3c4c(c2)CCN4C(=O)CC3)c1	97	3	94	98	-3	5	95	92
O=S(=O)(/N=C(/Nc1cccc2ccccc12)c1ccccc1)c1ccccc1	105	21	105	104	7	1	91	101
Cc1cccc(CC(=O)Nc2c3c(nn2-c2cccc(Cl)c2)CS(=O)C3)c1 (configuration not stated)	102	7	104	108	5	5	101	101
CCOC(=O)NN=C1CN(S(=O)(=O)c2ccc(C)cc2)C1	99	2	96	99	0	-1	91	98
O=C(N/N=C/c1cccs1)c1ccc2ncccc2c1	102	5	101	105	3	-2	95	99
CCOC(=O)C1CCN(C(=O)C23CC4CC(CC(C4)C2)C3)CC1	97	0	96	96	-1	-3	90	101
CCC/C=N/NC(=O)c1[nH]c2c([N+](=O)[O-])cccc2c1C	104	37	100	98	5	1	93	105
CN(C)CCCN1C(=O)C(O)=C(C(=O)c2cc3ccccc3o2)C1c1ccccc1 (configuration not stated)	97	6	98	102	-44	-29	93	96
O=[N+]([O-])c1ncc(Br)cc1Nc1ccccc1	101	1	121	108	13	-4	95	103
COc1ccc(NS(=O)(=O)c2ccc(F)c(F)c2F)cc1S(=O)(=O)N1CCOCC1	100	1	97	101	-1	6	97	97
Cc1ccc(S(=O)(=O)N(C)CC(=O)OCC(=O)NC(=O)Nc2ccc3c(c2)OCCO3)cc1	101	16	99	91	-5	-7	89	98
COC1=CCC2([N+](=O)[O-])CN(CCO)CC1([N+](=O)[O-])C2 (configuration not stated)	100	-1	109	109	1	-12	96	110
Cc1cccc2nc(-c3ccco3)c(Nc3ccc4c(c3)OCO4)n12	104	7	106	107	2	-8	100	100
Cc1noc(C)c1C(=O)Nc1ccc(F)c(F)c1	94	-3	93	97	3	-6	98	102
O=C1/C(=C\c2ccccc2)SC(=S)N1CCC(=O)N1CCCCC1CCO (configuration not stated)	103	0	91	82	-7	-2	94	94
COc1cccc(-n2c(SCC(N)=O)nnc2-c2ccncc2)c1	98	1	101	110	6	6	102	100
O=C(c1ccc2c(=O)n(Cc3ccco3)c(=S)[nH]c2c1)N1CCN(Cc2ccccc2)CC1	98	1	78	94	-4	9	85	97
Cc1ccc(-n2ncc3c(=O)[nH]c(SCC(=O)N4CCCCC4)nc32)cc1	102	-3	101	102	0	2	106	96
O=C(NNC1OC(CO)C(O)C(O)C1O)c1cccnc1 (configuration not stated)	105	8	102	99	3	4	99	100
COc1ccc([N+](=O)[O-])cc1-c1nc2ccccc2nc1-c1ccccc1	105	3	99	97	-9	7	86	104
COc1cc(-n2c(=O)c3ccccc3n(Cc3cc(=O)n4ccccc4n3)c2=O)cc(OC)c1OC	108	-1	106	100	5	1	100	98
COC(=O)c1ccc(OC(=O)/C=C/c2ccco2)cc1	103	0	96	95	-1	-1	107	100
Cc1ccc(N(CC(=O)Nc2cc(Cl)ccc2Oc2ccccc2)S(C)(=O)=O)c(C)c1	101	3	98	104	3	4	103	98
CCCCn1c(SC(C)C(=O)c2ccc(OC)cc2)nc2cc(S(N)(=O)=O)ccc21 (configuration not stated)	103	1	101	100	8	-3	89	99
O=C(NCCCN1CCCC1=O)C(=O)Nc1cccc(F)c1	106	13	110	109	5	-4	99	103
Cn1c(N)c(C(=O)COC(=O)c2ccc(C(F)(F)F)cc2)c(=O)n(C)c1=O	99	2	96	102	13	7	94	98
COC(=O)c1cc(OC)nc2ccc(Br)cc12	108	-3	86	99	1	5	119	104
CCC(CC)c1nnc(NC(=O)c2ccc([N+](=O)[O-])cc2)s1	94	6	89	95	4	3	96	100
COC(=O)c1ccccc1C(=O)N1CCOCCN(C(=O)c2ccccc2C(=O)OC)CCOCC1	188*[may fluoresce violet]	0	?	?	9	4	68[may fluoresce violet]	31*[may fluoresce violet]

Other records follow:
SMILES	MEP2 TOR yeast	AHR act	CIT2-GFP yeast	AGP1-GFP MLPCN	procasp7 counter	proCasp3 act	LAP4 TOR yeast	RPL19A TOR yeast
O=C(CCc1nc2ccccc2c(=O)[nH]1)Nc1cc(Cl)ccc1N1CCCCC1	96	5	98	100	20	3	95	100
O=C(Nc1cccc(S(=O)(=O)N2CCCC2)c1)c1cccc(S(=O)(=O)N2CCOCC2)c1	100	1	104	101	2	4	106	106
CCOC(=O)c1[nH]c2ccc(OC)cc2c1NC(=S)N1CCN(C(=O)OCC)CC1	105	6	100	101	-10	-8	101	102
CC(=O)Oc1ccc2cc(-c3nc4ccccc4n3C)c(=O)oc2c1	93	29	.	84	-24	-10	103	98
O=c1oc(-c2ccccc2NS(=O)(=O)c2ccc(F)cc2)nc2ccccc12	84	-2	84	87	6	3	104	96
O=C(Nc1ccc(S(=O)(=O)Nc2nccs2)cc1)c1ccc(N2C(=O)c3ccccc3C2=O)cc1	105	-1	106	98	24	5	91	103
COc1cc(CNCCC2CCOC(C)(C)C2)ccc1O (configuration not stated)	96	2	104	97	-2	-2	88	98
O=C(Nc1ccccn1)C1(c2ccccc2)CCCC1	94	0	96	93	6	-4	95	89
CC1=C(C(=O)Nc2cc(C)ccc2C)C(c2cccs2)NC(=S)N1 (configuration not stated)	102	1	100	104	0	2	99	101
CSc1ccc(/C=N/Nc2nc(C)cc(=O)[nH]2)cc1	104	40	99	102	3	2	98	100
CCn1nc(C)c(CNC(=O)c2cc(COc3ccc(F)cc3Cl)on2)c1C	95	-10	88	101	5	-6	93	97
Cc1cc(NC(=O)c2ccc(F)cc2)n(C)n1	101	0	105	98	0	6	89	101
CC(C)NC(=O)COc1coc(CN2CCN(C(=O)c3ccco3)CC2)cc1=O	90	2	104	91	-7	-1	88	91
Cc1cc(=O)cc(C)[nH]1	94	2	99	97	8	4	100	97
Cc1cc(C)c2c(=O)[nH]c(=O)n(Cc3ccccc3)c2n1	97	3	87	96	3	0	93	89
CC1(C)CC(=O)C(C=NCCN2CCN(CCCCS(=O)(=O)O)CC2)=C(O)C1	106	-2	103	104	7	7	98	98
Cc1cccc(C(=O)N/C(=C\c2ccc(C)o2)C(=O)O)c1	93	7	89	102	-2	2	112	99
COc1ccc(S(=O)(=O)N(C)CC(=O)NCc2ccccc2)cc1OC	93	3	103	104	-9	8	94	99
Cc1cccc(-c2nc3ccccc3c(=O)n2NC(=O)/C=C/c2ccc([N+](=O)[O-])cc2)c1	93	6	93	100	-2	-1	101	103
COc1ccc2oc(C)c(C(=O)c3ccccc3)c2c1	96	-3	96	102	11	-4	110	96
O=C(Nc1ccc(O)cc1C(=O)O)c1cccs1	100	0	96	101	6	-2	104	96
CC1CCCCC1NC(=O)C(=O)NCC1CCCO1 (configuration not stated)	92	-1	88	90	6	-1	90	92
O=C1NCCOC(=O)[C@@H](Cc2ccc(F)cc2)CC/C=C/C[C@H]1CC(=O)N(CCO)Cc1ccccc1	106	2	91	107	5	8	105	105
CSc1cccc(-n2c(C)cc(C(N)=O)c2C)c1	99	11	90	95	-9	-1	104	101
COc1ccc(C(=O)NCCNC(=O)c2cc(OCC(F)(F)F)ccc2OCC(F)(F)F)cc1	116	3	107	103	7	7	108	106
O=C(c1cccc(NS(=O)(=O)c2ccccc2)c1)N1CCCC1	90	5	89	92	-10	6	83	76
O=C(Nc1ccccn1)c1ccc(Br)s1	122	17	118	116	0	1	90	112
S=c1[nH]c2cnccc2n1Cc1ccccc1	104	4	118	116	-16	-4	114	96
CCc1noc(C)c1C(=O)Nc1nc(-c2cc(C)ccc2C)c(C)s1	92	1	88	90	0	2	88	93
